Screening results: PubChem, Broad Institute
GASC1 inh – inhibitors of human demethylase GASC-1 KDM4C; Q9H3R0; GST-KDM4C 2-372, H3K9me3 peptide, LANCE TR-FRET; inhibition, % at 12.5 µM; actives 0.15% (n = 96,000); AID 720574;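 active = mean replicate inhibition above about 25%, with at least 55% of replicates also reaching it, limit read from the data, passing the limit was not always enough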
Target sequence (Q9H3R0 2-372 limits assumed): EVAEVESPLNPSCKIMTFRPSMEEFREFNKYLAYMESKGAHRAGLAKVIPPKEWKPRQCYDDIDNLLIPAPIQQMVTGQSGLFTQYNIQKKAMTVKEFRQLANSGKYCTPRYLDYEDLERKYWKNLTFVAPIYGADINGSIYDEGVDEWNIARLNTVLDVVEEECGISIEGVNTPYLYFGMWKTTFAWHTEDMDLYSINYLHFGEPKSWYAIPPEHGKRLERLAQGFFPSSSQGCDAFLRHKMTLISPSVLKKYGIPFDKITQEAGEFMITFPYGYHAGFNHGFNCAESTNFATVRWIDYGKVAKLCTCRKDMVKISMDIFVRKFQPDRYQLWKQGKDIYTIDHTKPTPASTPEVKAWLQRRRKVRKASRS
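Material: N-terminal GST-fused human GASC-1 (KDM4C) fragment, residues 2-372. Input: 10 nM enzyme. Incubation: enzyme reaction 30 min, then detection 60 min, both room temperature. Doses: one test concentration per compound. Read-out basis: inhibition from TR-FRET ratio decrease. Detection: LANCE TR-FRET, excitation 340 nm, emissions 618 and 671 nm.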
Tcruzi prolif – T. cruzi proliferation inhibition; T. cruzi beta-gal in NIH3T3, GalScreen luminescence, 90 h; inhibition, % at 8.34 µM; actives 5.9% (n = 77,000); AID 624255;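 active = mean inhibition above about 93%, with at least 55% of replicates each passing it, limit read from the data, passing the limit was not always enough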
Pf Dd2 inh – inhibitors of Plasmodium falciparum Dd2 growth. P. falciparum Dd2 growth, SYBR Green, 72 h; stronger effect = lower value. activity change, % at 10 µM. actives 2.3% (n = 94,000). AID 1159554; in the data active = activity change below about -80%
C diff growth – inhibitors of Clostridium difficile growth; Clostridium difficile clinical isolate growth, OD600, 24 h; stronger effect = lower value; growth activity, negative = inhibition, % at 16 µg/mL (by protocol); AID 1259249; actives 0.25% (n = 86,000);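 active = mean growth activity at or below -80% and every replicate also at or below -80%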;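 also: 0% = DMSO wells and -100% = levofloxacin 16 µg/mL wells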
* marks the source's active call; other numbers are inactive results; . = not tested or not shown; & = joins results of further samples.

no.	compound	GASC1 inh	Tcruzi prolif	Pf Dd2 inh	C diff growth
1	COc1ccc2c3c(n(C)c2c1)[C@@H](CO)N(S(C)(=O)=O)CC31CCN(C(=O)CN(C)C)CC1	0.1	.	-89*	-2
2	O=C(Nc1cccc(Cl)c1)N[C@@H]1CC[C@@H](CCNC(=O)C2CCC2)O[C@@H]1CO	0.7	.	-19	-1
3	CN(C)C(=O)C[C@H]1CC[C@H]2[C@@H](COC[C@@H](O)CN2C(=O)C2CC2)O1	-0.3	9	5	-1
4	CNC[C@H]1Oc2c(NC(=O)NC3CCCCC3)cccc2C(=O)N([C@@H](C)CO)C[C@@H]1C	-3.5	27	1	-2
5	C[C@H](CO)N1C[C@H](C)[C@H](CN(C)S(C)(=O)=O)Oc2ccc(NC(=O)C3CCCCC3)cc2C1=O	1.1	-14	9	-3
6	O=C(C1CCOCC1)N1[C@H](CO)[C@@H](c2ccccc2)C12CN(Cc1cccnc1)C2	-0.2	.	3	9
7	CC(C)NC(=O)N(C)C[C@@H]1Oc2ccc(NS(=O)(=O)c3ccc(F)cc3)cc2CC(=O)N([C@H](C)CO)C[C@@H]1C	-0.6	49	11	8
8	CO[C@H]1CN(C)C(=O)c2ccc(NC(=O)c3cnccn3)cc2OC[C@H](C)N(C)C[C@H]1C	0.5	-3	24	3
9	C[C@H]1CN([C@@H](C)CO)C(=O)c2cc(C#CC3CC3)cnc2O[C@@H]1CN(C)C(=O)Cc1ccccn1	4.0	35	8	.
10	CCC(=O)N1C[C@@H](C)[C@H](OC)CN(C)C(=O)c2ccc(NC(=O)c3cnccn3)cc2OC[C@H]1C	2.1	9	29	.

Continued (two carried over from the part before).
no.	compound	GASC1 inh	Tcruzi prolif	Pf Dd2 inh	C diff growth
9	C[C@H]1CN([C@@H](C)CO)C(=O)c2cc(C#CC3CC3)cnc2O[C@@H]1CN(C)C(=O)Cc1ccccn1	4.0	35	8	.
10	CCC(=O)N1C[C@@H](C)[C@H](OC)CN(C)C(=O)c2ccc(NC(=O)c3cnccn3)cc2OC[C@H]1C	2.1	9	29	.
11	O=C(NCC1CCCCC1)[C@@H]1[C@@H](CO)[C@@H]2Cn3c(cccc3=O)[C@H]1N2C(=O)c1cccnc1	-1.1	-113	.	6
12	C[C@H]1CN([C@@H](C)CO)C(=O)Cc2cc(NC(=O)Nc3ccccc3)ccc2O[C@@H]1CN(C)Cc1ccc2c(c1)OCO2	3.0	48	-32	3
13	COCC(=O)NC[C@@H]1[C@H](c2ccc(C3=CCCC3)cc2)[C@H](CO)N1C(=O)C1CC1	5.4	83	-2	-1
14	C[C@H]1CN([C@@H](C)CO)C(=O)c2cc(Br)cnc2O[C@@H]1CN(C)CC1CCOCC1	0.0	-6	17	-9
15	COc1ccc(NC(=O)Nc2cccc3c2O[C@H](CN(C)S(=O)(=O)c2ccc(OC)cc2)[C@@H](C)CN([C@@H](C)CO)C3=O)cc1	0.4	-16	-22	-8
16	O=C(C[C@H]1CC[C@@H]2[C@H](COC[C@@H](O)CN2C(=O)c2ccncc2)O1)NC1CCC1	-1.3	97*	10	8&-5
17	C[C@H](CO)N1C[C@H](C)[C@H](CN(C)S(=O)(=O)c2cn(C)cn2)Oc2c(NC(=O)c3ccncc3)cccc2C1=O	-1.2	47	9	.
18	CN1c2ccc(-c3ccc(F)cc3)cc2[C@@H]2[C@@H](CCN2C(=O)c2ccncc2)[C@H]1CO	3.2	93	34	-9
19	COc1cccc(-c2ccc3c(c2)[C@H]2[C@H](CCN2C(=O)C2CC2)[C@@H](CO)N3)c1	-3.5	.	-26	8
20	COc1ccc(NC(=O)N2C[C@@H]3N[C@H](C2)C3c2ccc(-c3cccc(OC)c3)cc2)cc1 (some centres not stated)	0.5	.	-65&-70	-4&59
21	COc1ccccc1-c1ccc2c(c1)[C@@H]1[C@@H](CCN1C(=O)C1CCC1)[C@H](CO)N2	-1.4	.	-64	3
22	C[C@H](NC(=O)C[C@@H]1CC[C@@H]2[C@H](COc3ccc(NC(=O)C4CCOCC4)cc3C(=O)N2C)O1)c1ccccc1	-1.3	16	1	2
23	C[C@H](CO)N1C[C@H](C)[C@@H](CN(C)Cc2ccccc2)Oc2ccc(NC(=O)Nc3ccc(F)cc3)cc2CC1=O	-1.5	76	-88*	0
24	Cc1ccc(-c2ccccc2[C@@H]2[C@@H](CO)N(C(=O)NC3CCCC3)[C@H]2C#N)cc1	0.5	.	-39	2
25	CC(=O)N1[C@@H](CO)[C@@H](c2ccccc2)C12CN(C(=O)c1ccc3c(c1)OCO3)C2	1.8	.	32	9
26	C[C@H](CO)N1C[C@H](C)[C@H](CN(C)S(=O)(=O)c2cccs2)Oc2ccc(NC(=O)Nc3ccc(F)cc3)cc2CC1=O	-0.1	24	12	-6
27	O=C(C[C@H]1C[C@@H]2c3cc(NC(=O)C4CCC4)ccc3O[C@@H]2[C@H](CO)O1)NCc1ccccc1F	1.2	.	-1	1
28	C[C@H]1CN([C@@H](C)CO)C(=O)c2cc(NC(=O)Cn3cnnn3)ccc2O[C@H]1CN(C)Cc1ccncc1	-1.5	19	-1	-1
29	COc1ccc(CN(C)C[C@H]2Oc3c(NC(=O)NC4CCCCC4)cccc3C(=O)N([C@H](C)CO)C[C@@H]2C)cc1	0.2	68	-44	-14
30	CN1CCCCN2[C@H](CO)[C@@H](c3ccc(/C=C/c4ccccc4)cc3)[C@H]2C1	-1.5	59	-11	6
31	C[C@H]1CN([C@@H](C)CO)C(=O)Cc2cc(NC(=O)Nc3ccc4c(c3)OCO4)ccc2O[C@@H]1CN(C)C(=O)Nc1ccc(C(F)(F)F)cc1	2.1	18	8	-5
32	O=C(c1ccccn1)N1C[C@H]2[C@@H](c3ccccc31)[C@@H](CO)N2C(=O)Nc1ccccc1F	-0.3	9	-12	-5
33	C[C@H](CO)N1C[C@H](C)[C@H](CN(C)S(=O)(=O)c2ccccc2)OCCCC[C@H](C)Oc2ccc(NS(=O)(=O)c3cccs3)cc2C1=O	0.2	37	.	-10
34	CCCNC(=O)N[C@H]1C=C[C@@H](CC(=O)NCCc2ccccc2)O[C@H]1CO	-1.3	-31	37	.
35	C[C@@H]1CN([C@H](C)CO)C(=O)c2cccc(NC(=O)C3CCOCC3)c2O[C@H]1CN(C)S(=O)(=O)c1ccc(Cl)cc1	-0.5	20	7	2
36	C[C@H]1CN([C@@H](C)CO)C(=O)Cc2cc(NS(=O)(=O)c3cccs3)ccc2O[C@@H]1CN(C)C(=O)Nc1ccc2c(c1)OCO2	0.5	36	-15	-3
37	COc1ccccc1-c1cnc2c(c1)C(=O)N([C@H](C)CO)C[C@@H](C)[C@H](CN(C)Cc1cncnc1)O2	-0.4	-9	-11	7
38	CNC(=O)C[C@H]1CC[C@H]2[C@@H](COc3ccc(NS(=O)(=O)c4cccc(F)c4)cc3C(=O)N2C)O1	-2.7	-19	17	-3
39	COc1ccc(NC(=O)N2C[C@@H](O)COC[C@@H]3O[C@H](CC(=O)NCc4ccccc4OC)CC[C@H]32)cc1	0.0	18	-2	.
40	COCC(=O)Nc1ccc2c(c1)C(=O)N(C)[C@H]1CC[C@H](CC(=O)Nc3cccc(C)c3)O[C@@H]1CO2	.	13	-7	2
41	CNC(=O)C[C@@H]1CC[C@H]2[C@H](COc3ccc(NC(=O)c4cccc(OC)c4)cc3C(=O)N2C)O1	1.2	-25	-12	-4
42	CCCC(=O)Nc1ccc2c(c1)C(=O)N(C)C[C@H](OC)[C@H](C)CN(C(=O)CN(C)C)[C@H](C)CO2	0.2	-32	-8	.
43	Cc1noc(C)c1S(=O)(=O)Nc1ccc2c(c1)C(=O)N([C@@H](C)CO)C[C@H](C)[C@H](CN(C)S(=O)(=O)c1ccc(F)cc1)OCCCC[C@H](C)O2	-0.9	.	-68	-11
44	CO[C@H]1CN(C)C(=O)c2ccc(NC(=O)C3CCOCC3)cc2OC[C@H](C)N(Cc2cccnc2)C[C@H]1C	-0.2	.	31	.
45	COc1ccc(C#Cc2ccc3c(c2)[C@@H]2[C@@H](CCN2C(=O)c2ccccc2F)[C@@H](CO)N3)cc1	-3.2	106*	-35	31
46	N#C[C@H]1[C@H](c2ccccc2-c2cccc(F)c2)[C@@H](CO)N1C(=O)NC1CCCCC1	-1.5	.	-23	21
47	COc1ccc(S(=O)(=O)Nc2ccc3c(c2)C(=O)N([C@H](C)CO)C[C@H](C)[C@H](CN(C)C(=O)NC2CCCCC2)OCCCC[C@@H](C)O3)cc1	0.1	-9	-66	12
48	COc1cccc(S(=O)(=O)N2C[C@@H](O)COC[C@@H]3O[C@H](CC(=O)N4CCCCC4)CC[C@H]32)c1	-1.4	-4	-9	0
49	CCCC#Cc1ccc2c(c1)O[C@@H](CN(C)C(=O)COC)[C@@H](C)CN([C@@H](C)CO)S2(=O)=O	0.0	-7	-36	-7
50	COc1ccccc1NC(=O)N1[C@H](CO)[C@@H](c2ccccc2)[C@@H]1C#N	0.1	-26	27	9
51	Cc1ccc(S(=O)(=O)N[C@H]2CC[C@H](CC(=O)NCc3ccc(Cl)c(Cl)c3)O[C@@H]2CO)cc1	-0.4	-16	-43	-4
52	COc1ccc(S(=O)(=O)N(C)C[C@@H]2Oc3cc(C#CC4CCCC4)ccc3S(=O)(=O)N([C@H](C)CO)C[C@@H]2C)cc1	-1.8	73	-47	12
53	N#C[C@H]1[C@@H](c2ccccc2C2=CCCCC2)[C@@H](CO)N1S(=O)(=O)c1ccccc1	-0.9	.	-33	-10
54	C/C=C/c1ccc2c(c1)O[C@H](CN(C)S(=O)(=O)c1ccccc1OC)[C@H](C)CN([C@H](C)CO)S2(=O)=O	-0.5	86	-28	0
55	Cc1noc(C)c1S(=O)(=O)Nc1ccc2c(c1)C(=O)N([C@@H](C)CO)C[C@@H](C)[C@H](CN(C)Cc1ccc(Cl)c(Cl)c1)O2	1.8	48	3	-9
56	C[C@@H]1CN([C@@H](C)CO)C(=O)c2cccc(NC(=O)c3nc4ccccc4s3)c2O[C@H]1CN(C)C(=O)Nc1ccc2c(c1)OCO2	-1.0	49	-90*	.
57	COCC(=O)Nc1ccc2c(c1)OC[C@@H](C)N(Cc1ccccc1)C[C@@H](C)[C@@H](OC)CN(C)C2=O	0.1	-6	-5	-2
58	C[C@H](CO)N1C[C@H](C)[C@H](CN(C)S(=O)(=O)c2cn(C)cn2)Oc2ccc(NC(=O)Nc3ccc4c(c3)OCO4)cc2CC1=O	-0.3	6	7	-4
59	C[C@@H]1CN([C@H](C)CO)C(=O)Cc2cc(NC(=O)Nc3ccccc3)ccc2O[C@H]1CN(C)C(=O)NC1CCCCC1	-1.6	37	1	-3
60	COc1ccc(S(=O)(=O)N(C)C[C@H]2OCCCC[C@H](C)Oc3ccc(NS(=O)(=O)c4ccc(Cl)cc4)cc3C(=O)N([C@H](C)CO)C[C@@H]2C)cc1	-0.6	.	-87*	2

Pf Dd2 inh: entries above that show a hit
nr | Molecule | GASC1 inh | Pf Dd2 inh | C diff growth
1 | COc1ccc2c3c(n(C)c2c1)[C@@H](CO)N(S(C)(=O)=O)CC31CCN(C(=O)CN(C)C)CC1 | 0.1 | -89* | -2
23 | C[C@H](CO)N1C[C@H](C)[C@@H](CN(C)Cc2ccccc2)Oc2ccc(NC(=O)Nc3ccc(F)cc3)cc2CC1=O | -1.5 | -88* | 0
56 | C[C@@H]1CN([C@@H](C)CO)C(=O)c2cccc(NC(=O)c3nc4ccccc4s3)c2O[C@H]1CN(C)C(=O)Nc1ccc2c(c1)OCO2 | -1.0 | -90* | .
60 | COc1ccc(S(=O)(=O)N(C)C[C@H]2OCCCC[C@H](C)Oc3ccc(NS(=O)(=O)c4ccc(Cl)cc4)cc3C(=O)N([C@H](C)CO)C[C@@H]2C)cc1 | -0.6 | -87* | 2

Other records:
no.	compound	GASC1 inh	Tcruzi prolif	Pf Dd2 inh	C diff growth
61	CCCNC(=O)[C@H]1[C@H](CO)[C@H]2Cn3c(ccc(-c4ccccc4)c3=O)[C@@H]1N2C(=O)C1CC1	-0.1	2	.	-2
62	Cc1noc(C)c1S(=O)(=O)Nc1ccc2c(c1)CC(=O)N([C@H](C)CO)C[C@H](C)[C@@H](CN(C)S(=O)(=O)c1ccc(F)cc1)O2	2.1	-12	-21	-4
63	COC(=O)[C@H]1[C@H](CO)[C@H]2Cn3c(cccc3=O)[C@H]2N1C(=O)C1CCCCC1	2.0	-7	15	-3
64	Cc1noc(C)c1S(=O)(=O)Nc1ccc2c(c1)C(=O)N([C@H](C)CO)C[C@H](C)[C@@H](CN(C)Cc1ccc(Oc3ccccc3)cc1)O2	8.0	40	-20	.
65	COc1ccc(CN(C)C[C@@H]2OCCCC[C@H](C)Oc3ccc(NC(=O)Nc4ccc(C(F)(F)F)cc4)cc3C(=O)N([C@@H](C)CO)C[C@H]2C)cc1	.	69	-49	-83*
66	COc1cccc(CNC(=O)C[C@H]2CC[C@@H](NS(=O)(=O)c3ccccc3OC)[C@@H](CO)O2)c1	1.1	43	11	-2
67	COc1ccc(S(=O)(=O)N[C@H]2CC[C@@H](CCn3cc(C(C)C)nn3)O[C@@H]2CO)cc1	2.4	-57	13	.
68	O=C(NC1CCCC1)N1CCCCN2[C@H](C1)[C@H](c1ccc(/C=C/c3ccccc3)cc1)[C@@H]2CO	-2.0	104*	0	13
69	C[C@@H]1CN([C@H](C)CO)C(=O)c2cccc(NC(=O)Nc3cccc4ccccc34)c2O[C@@H]1CN(C)C	-1.0	.	-52	11

This is a random part of the collection. About 7.3% of those tested had a hit in this group.
